ERK AVP inh – blocks ERK signaling stimulated by vasopressin; hit rate 0.99% among 72,000; HEK293-V1b, vasopressin-stimulated pERK AlphaScreen; Potency, µM (series often up to 57.5 µM), without a hit: at the highest dose activity, negative = inhibition, usual class: inhibitors; note: potency is the fitted concentration of half-maximal effect; % is set by controls: 0 for no effect and ±100 for the full control effect; nearly all actives have a fitted effect of over 55% in size
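Overnight-seeded V1b-HEK293 cells in 1% FBS got compound, then vasopressin (25 nM final, 5 min, 37C), then lysis buffer. AlphaScreen detection of phospho-ERK; activity normalized to basal and full-stimulation controls.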
Pol III holo inh – blocks replication by bacterial DNA polymerase III holoenzyme. reconstituted DNA polymerase III holoenzyme replication, biochemical. Potency, µM (doses to about 57.1 µM), for the others: at the top dose activity change, negative = inhibition. hit rate 0.25% among 71,000; note: potency is the fitted concentration of half-maximal effect; % is set by controls: 0 for no effect and ±100 for the full control effect
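Reconstituted *E. coli* holoenzyme (0.35 nM Pol III, 1 nM beta, 154 nM SSB, 2 nM primase) was preincubated with compound for 15 min at RT. Synthesis on 1.4 nM ssM13Gori ran 35 min, then was stopped with PicoGreen/EDTA and read as dsDNA fluorescence.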
Tau fil binding – tau filament binding; P10636; recombinant tau filaments, thioflavin S fluorescence, 15 h; filaments grown with octadecylsulfate alongside compound; Potency, µM (highest dose often 57.1 µM), for the others: at the top dose activity change, negative = inhibition; hit rate 2% among 71,000;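 note: potency is the fitted concentration of half-maximal effect; % is set by controls: 0 for no effect and ±100 for the full control effect; actives lower thioflavin S fluorescence by blocking filaments or displacing dye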
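His-tagged recombinant human tau (exons 2, 3, 10; 1 uM final) fibrillized with 30 uM sodium octadecylsulfate, 15 h at 37 C, in pH 7.4 HEPES buffer with 10 uM thioflavine S and 5 mM DTT. Reduced ThS fluorescence (450/510 nm) marks activity.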
15-hLO inh – inhibitors of human 15-lipoxygenase (ALOX15). P16050. purified 15hLO-1, xylenol orange hydroperoxide absorbance. Potency, µM (top dose mostly 57.1 µM), inactives show at the top dose activity change, negative = inhibition, hits mostly inhibitors. hit rate 1.4% among 74,000. AID 887; note: potency is the fitted concentration of half-maximal effect; % is set by controls: 0 for no effect and ±100 for the full control effect; nearly all actives have a fitted effect of over 55% in size
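Hydroperoxide formed from arachidonic acid (50 uM) by purified human 15hLO-1 (40 nM) oxidizes ferrous iron, and the ferric-xylenol orange complex is read at 573 versus 405 nm. Compounds were preincubated 15 min; reaction ran 6 min at room temperature.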
HBB splicing – alters splicing of the hemoglobin beta chain. HBB splicing reporter cell assay, activation; EGFP reporter with mutant IVS2-654 intron; response scale: normalised to 500 nM splice-correcting PNA. Potency, µM (top dose mostly 46.1 µM), inactives show top-dose activation, hits mostly activators. hit rate 0.06% among 65,000. AID 925; note: potency is the fitted concentration of half-maximal effect; 0% is about no effect
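HeLa cells stably expressing EGFP interrupted by mutant beta-globin intron 2 (IVS2-654), 500/well in 2% FCS. Treated with compound for 2 days at 37C. Splicing correction scored as total well GFP intensity (488 nm excitation, 500-520 nm emission); 500 nM antisense PNA served as control.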
Rhodamine autofl – compound autofluorescence in rhodamine spectral region | Rhodamine-region fluorescence, 547/598 nm, Tris buffer; stronger effect = higher value | max dye-equivalent concentration, M | hit rate 0.05% among 59,000 | AID 594; in the data active = max dye-equivalent concentration above about 11 nM; inconclusive = between about 1.1 nM and that limit
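Intrinsic compound fluorescence, ex 547 / em 598 nm, CCD imager. Tris 100 mM pH 8.0; 15 min RT. Output = rhodamine dye-equivalent concentration at each compound concentration.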
CRE-bla Fsk – CRE-bla signaling modulation under forskolin stimulation; Potency, µM (top dose mostly 38.2 µM), without a hit: top-dose activity change, negative = inhibition, usual class: activators; CHO CRE-bla reporter (cAMP response element driving beta-lactamase), forskolin EC10, beta-lactamase ratio; hit rate 2.5% among 71,000; active = well fitted activation curve with a large enough effect in the signal ratio, with a control signal flat, not every such curve was filed as active; inconclusive = small, poorly fitted or top-dose-only effect, or effect the other way, or a change in a side signal; the % refers to the signal ratio; note: potency is the fitted concentration of half-maximal effect; % of control where 0% means no effect
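Beta-lactamase reporter under a cAMP responsive element in CHO cells; compounds tested in titration series against EC10 NKH 477, 3 h at 37 °C. Read-out: CCF4 FRET ratio 460nm/530nm (excitation 405nm) giving %Activity, fitted to AC50.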
Hsp90 Hop PPI – changes Hsp90-Hop TPR2A binding signal, up or down | AlphaScreen TPR2A-His6 binding biotin-Hsp90 C-terminal peptide | Potency, µM (titrated, usually from 57 µM), for the others: at the top dose activity change, negative = inhibition | hit rate 0.44% among 71,000; active = well fitted curve in either direction with a large enough effect; inconclusive = small, poorly fitted or top-dose-only effect, or another doubt; note: potency is the fitted concentration of half-maximal effect; % is set by controls: 0 for no effect and ±100 for the full control effect; many of its hits are not listed in these tables
Luciferase inh – blocks Photinus pyralis firefly luciferase activity; purified firefly luciferase, luminescence, 8 min; Potency, µM (top dose mostly 57.1 µM), for inactives: at the highest dose activity change, negative = inhibition, most hits filed as inhibitors; hit rate 2.2% among 72,000; P08659; note: potency is the fitted concentration of half-maximal effect; % is set by controls: 0 for no effect and ±100 for the full control effect; nearly all actives have a fitted effect of over 40% in size
Target sequence (P08659 whole entry, looked up): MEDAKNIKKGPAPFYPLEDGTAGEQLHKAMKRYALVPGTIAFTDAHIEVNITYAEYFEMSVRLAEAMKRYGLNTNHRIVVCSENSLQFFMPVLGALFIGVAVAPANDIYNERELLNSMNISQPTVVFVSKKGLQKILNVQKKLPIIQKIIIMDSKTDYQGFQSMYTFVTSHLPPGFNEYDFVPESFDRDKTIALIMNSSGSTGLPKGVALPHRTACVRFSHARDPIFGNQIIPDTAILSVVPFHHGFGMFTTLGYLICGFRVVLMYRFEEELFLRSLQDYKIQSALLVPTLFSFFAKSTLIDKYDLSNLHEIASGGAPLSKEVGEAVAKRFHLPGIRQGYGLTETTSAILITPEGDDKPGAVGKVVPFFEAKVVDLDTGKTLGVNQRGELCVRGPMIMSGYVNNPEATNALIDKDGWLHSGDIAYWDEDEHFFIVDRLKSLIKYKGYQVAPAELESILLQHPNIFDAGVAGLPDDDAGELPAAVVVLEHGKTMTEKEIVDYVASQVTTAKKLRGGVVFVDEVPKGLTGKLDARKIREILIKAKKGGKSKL
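Titration-based qHTS; buffer 50 mM imidazole pH 7.2, 50 mM KCl, 7 mM MgCl2, 10 uM ATP, 0.01% Tween 20, 0.05% BSA; luciferase/luciferin detector mix added after compound; 8 min, ambient; luminescence.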
TexasRed autofl – Texas Red region autofluorescence. hit rate 0.06% among 59,000. max dye-equivalent concentration, M. Compound fluorescence, Texas Red channel, 547/618 nm; stronger effect = higher value. AID 587; in the data active = max dye-equivalent concentration above about 10 nM; inconclusive = between about 1.1 nM and that limit
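Pin-transferred compounds and Texas Red standards go into 100 mM Tris buffer, pH 8.0. After 15 min at room temperature, plates are imaged with 547/618 nm filters. Each value is a dye-equivalent concentration derived from the per-plate dye curve.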
HADH2 inh – HADH2 (human) dehydrogenase inhibition; Q99714; recombinant HADH2, NADH fluorescence, beta-hydroxybutyryl-CoA; Potency, µM (series often up to 57.1 µM), for inactives: at the top dose activity change, negative = inhibition, actives largely listed as inhibitors; hit rate 3.4% among 73,000; AID 886; note: potency is the fitted concentration of half-maximal effect; % is set by controls: 0 for no effect and ±100 for the full control effect; nearly all actives have a fitted effect of over 60% in size; many of its hits are not listed in these tables
Target sequence (Q99714 whole entry, looked up, one chain of several): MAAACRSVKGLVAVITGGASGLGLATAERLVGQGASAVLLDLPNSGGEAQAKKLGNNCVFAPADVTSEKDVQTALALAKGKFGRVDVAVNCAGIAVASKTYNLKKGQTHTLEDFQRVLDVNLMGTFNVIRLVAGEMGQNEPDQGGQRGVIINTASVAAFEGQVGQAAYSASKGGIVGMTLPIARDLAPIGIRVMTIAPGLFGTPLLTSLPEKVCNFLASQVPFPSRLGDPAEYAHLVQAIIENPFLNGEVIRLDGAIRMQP
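E. coli-expressed His-tagged HADH2 tested at 20 nM in alkaline Tris buffer (pH 9.0); oxidation of 90 uM beta-hydroxybutyryl-CoA with 1 mM NAD+ tracked fluorimetrically for 4 min.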
* marks the source's active call; other numbers are inactive results; i = inactive; u = inconclusive; x = no result given; [ ] = another dose, or the depositor's remark. Unless noted, calls come from the whole dose curve; as a rule, active = well fitted curve in the direction sought with a large enough effect; inconclusive = small, poorly fitted or top-dose-only effect, or another doubt; inactive = no such curve, though single readings can be large; an effect the other way counts as inactive or inconclusive. Not all compounds are listed (hit frequency here may not be typical).

Below each SMILES: ERK AVP inh, Pol III holo inh, Tau fil binding, 15-hLO inh, HBB splicing, Rhodamine autofl, CRE-bla Fsk, Hsp90 Hop PPI, Luciferase inh, TexasRed autofl, HADH2 inh
> Cc1ccc(C)c(Cn2cnc3c(nnn3-c3ccc(F)cc3)c2=O)c1
 : -2.0%, 2.2%, 54.8%, 3.3%, 5.3%, i, -21.7%, -2.0%, 0.3%, i, -10.4%
> COC(=O)C1=C(C)NC(C)=C(C(=O)OC)C1c1ccc(NC(C)=O)cc1
 : -26.2%, -3.5%, 3.0%, 8.9%, -1.4%, i, -2.1%, 2.6%, 2.2%, u, -9.0%
> COCCn1nnnc1C(c1ccccc1OC)N1CCc2ccccc2C1 (stereo not given)
 : 2.5%, 2.5%, 8.5%, -1.2%, x, i, -9.5%, -2.1%, -0.2%, i, 9.4%
> Cc1ccc(N2C(=O)SC(N(CC(=O)O)c3cccc(C)c3)C2=O)cc1 (stereo not given)
 : 0.7%, -4.7%, 1.4%, 10.2%, -0.3%[57.5 µM], i, -3.8%, 2.2%, -1.6%, i, 1.1%
> CCCC(=O)Nc1cnc(NC(=O)c2cccc(F)c2)cc1C
 : -19.3%, -5.4%, 5.2%, 0.4%, -0.7%, i, -10.5%, -4.1%, 25.1µM*, i, 5.4%
> COc1cccc(C(=O)Nc2ccccc2N2CCCC2)c1
 : -15.5%, 13.2%, 2.4%, -11.6%, -1.9%, i, 0.9%, -8.7%, -1.1%, u, -10.7%
> CC1CN(S(=O)(=O)Cc2ccccc2)CC(C)O1 (stereo not given)
 : -13.2%, -0.6%, -13.6%, 2.3%, 4.1%, i, u, 0.3%, 1.8%, i, -5.8%
> C(=N\n1cnnc1)/c1cn(Cc2ccccc2)c2ccccc12
 : -9.9%, 2.4%, 53.4%, -11.3%, -0.5%[9.22 µM], x, u, -5.0%, 0.9%, x, u
> Cc1ccccc1-n1nc2c(c1NC(=O)c1ccc(Br)o1)CSC2
 : -4.9%, -2.2%, 39.7%, -5.7%, -0.4%[0.369 µM], i, -15.0%, -8.3%, -2.4%, i, -7.2%
> O=C(CCC(=O)N(CC(=O)NC1CCCC1)C1CCCC1)Nc1ccccn1
 : 8.0%, -3.5%, -8.1%, 5.3%, x, i, 2.1%, -0.9%, 0.6%, i, 22.3%
> Cc1cccc(N2C(=O)C3C4C=CC(C4)C3C2=O)c1 (stereo not given)
 : 6.7%, 2.7%, -4.3%, -2.3%, 3.1%, i, -1.8%, -1.9%, 3.0%, u, -3.2%
> COc1ccc(N2CCN(C(=O)CSc3nnc(-c4cccnc4)n3-c3ccccc3)CC2)cc1
 : -7.1%, -7.5%, -8.4%, -3.4%, -6.3%, i, 0.4%, -5.4%, 2.0%, i, u
> Cc1cc(CN(C)C)c(O)c(C2(C)CCCCC2)c1
 : 16.0%, 4.4%, 30.3%, -2.8%, 1.4%, i, -8.0%, 6.5%, 1.3%, u, 0.2%
> COc1ccc(CC2CCOC2=O)cc1 (stereo not given)
 : -9.4%, -0.9%, -7.3%, 2.4%, 1.0%[9.22 µM], x, -3.9%, -2.4%, -0.3%, x, -15.9%
> COc1cccc(OC)c1C(=O)Nn1c(C2CCC2)nc2ccccc2c1=O
 : -25.5%, -7.2%, 10.5%, -4.8%, x, i, -0.7%, 0.8%, 2.5%, i, 24.5%
> COc1ncnc2c1NC(=O)CS2
 : 1.7%, 1.5%, -8.9%, 5.2%, 2.4%[57.5 µM], i, u, 0.2%, 3.4%, i, 6.4%

Laid out differently: two of the compounds above
COc1ccc(N2CCN(C(=O)CSc3nnc(-c4cccnc4)n3-c3ccccc3)CC2)cc1
  ERK AVP inh: -7.1%
  Pol III holo inh: -7.5%
  Tau fil binding: -8.4%
  15-hLO inh: -3.4%
  HBB splicing: -6.3%
  Rhodamine autofl: i
  CRE-bla Fsk: 0.4%
  Hsp90 Hop PPI: -5.4%
  Luciferase inh: 2.0%
  TexasRed autofl: i
  HADH2 inh: u
Cc1cc(CN(C)C)c(O)c(C2(C)CCCCC2)c1
  ERK AVP inh: 16.0%
  Pol III holo inh: 4.4%
  Tau fil binding: 30.3%
  15-hLO inh: -2.8%
  HBB splicing: 1.4%
  Rhodamine autofl: i
  CRE-bla Fsk: -8.0%
  Hsp90 Hop PPI: 6.5%
  Luciferase inh: 1.3%
  TexasRed autofl: u
  HADH2 inh: 0.2%

Entries from the list above containing four or more nitrogen atoms (5):
Below each SMILES: ERK AVP inh, Pol III holo inh, Tau fil binding, 15-hLO inh, HBB splicing, Rhodamine autofl, CRE-bla Fsk, Hsp90 Hop PPI, Luciferase inh, TexasRed autofl, HADH2 inh
> Cc1ccc(C)c(Cn2cnc3c(nnn3-c3ccc(F)cc3)c2=O)c1
 : -2.0%, 2.2%, 54.8%, 3.3%, 5.3%, i, -21.7%, -2.0%, 0.3%, i, -10.4%
> COCCn1nnnc1C(c1ccccc1OC)N1CCc2ccccc2C1 (stereo not given)
 : 2.5%, 2.5%, 8.5%, -1.2%, x, i, -9.5%, -2.1%, -0.2%, i, 9.4%
> C(=N\n1cnnc1)/c1cn(Cc2ccccc2)c2ccccc12
 : -9.9%, 2.4%, 53.4%, -11.3%, -0.5%[9.22 µM], x, u, -5.0%, 0.9%, x, u
> O=C(CCC(=O)N(CC(=O)NC1CCCC1)C1CCCC1)Nc1ccccn1
 : 8.0%, -3.5%, -8.1%, 5.3%, x, i, 2.1%, -0.9%, 0.6%, i, 22.3%
> COc1ccc(N2CCN(C(=O)CSc3nnc(-c4cccnc4)n3-c3ccccc3)CC2)cc1
 : -7.1%, -7.5%, -8.4%, -3.4%, -6.3%, i, 0.4%, -5.4%, 2.0%, i, u
